CendR NRP1 mod = modulators of CendR peptide binding to NRP-1, primary screen, biochemical, fluorescence polarization, uHTS | AID 602438, 2012 | inhibition, % at 25 µM | Neuropilin-1 (Homo sapiens), O14786 | 360,000 tested, 0.85% active | FAM-RPARPAR peptide binding to NRP-1;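 active = inhibition or corrected inhibition above about 18%, plus a signal ratio from 0.5 to 1.5, limit read from the data, passing the limit was not always enough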; note: strong numbers were not always called active
SUMO1-SIM PPI = modulators of SUMO1 protein-protein interactions, primary screen, biochemical, uHTS | SUMO1 binding to a labelled peptide, TR-FRET, 1 h | inhibition, % at 20 µM | 360,000 tested, 0.33% active | AID 602429, 2012; in the data active = inhibition above about 37%
Target sequence (P63165 whole entry, looked up): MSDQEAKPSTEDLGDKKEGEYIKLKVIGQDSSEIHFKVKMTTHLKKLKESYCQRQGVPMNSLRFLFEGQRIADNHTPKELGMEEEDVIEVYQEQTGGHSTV
Scp1 inh = Scp-1 phosphatase inhibitors, primary screen, biochemical, colorimetric, uHTS; 340,000 tested, 0.88% active; Recombinant Scp1, phosphopeptide, malachite green phosphate absorbance; inhibition, % at 20 µM; Carboxy-terminal domain RNA polymerase II polypeptide A small phosphatase 1 (Homo …;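 active = inhibition above about 50% at 20 µM, limit read from the data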;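 note: plate controls were DMSO wells with enzyme for no effect and wells lacking enzyme for full effect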
Target sequence (Q9GZU7 76-261 limits assumed): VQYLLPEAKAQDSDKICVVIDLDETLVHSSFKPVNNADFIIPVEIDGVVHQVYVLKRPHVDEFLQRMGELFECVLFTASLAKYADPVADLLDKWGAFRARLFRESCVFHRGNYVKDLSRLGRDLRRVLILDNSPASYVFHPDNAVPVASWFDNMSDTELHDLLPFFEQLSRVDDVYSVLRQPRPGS
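Incubation: 45 min enzyme reaction at room temperature / System: truncated SCP-1 phosphatase (76-261aa) / Reagent: Phospho 17-mer peptide substrate / Buffer or medium: Acidic Tris acetate buffer with magnesium and detergent / Signal: absorbance at 630 nm / Doses: one concentration, 20 µM, with 1.0% DMSO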
Rpn11 inh = Rpn11 (PSMD14) deubiquitinase inhibitors, primary screen, biochemical, fluorescence polarization, uHTS | 26S proteasome non-ATPase regulatory subunit 14 (Homo sapiens), O00487 | human 26S proteasome, Ub4-pepOG fluorescence polarization; 20S core pre-blocked with epoxomicin | 360,000 tested, 0.59% active | calls only at 20 µM | AID 588493, 2011;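 active = inhibition at 20 µM, scaled to each plate's controls, above about 33%, limit read from the data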
SKN-1 block = suppressors of acrylamide-induced Pgst-4::GFP reporter in worms, primary screen, SKN-1 inhibitor project, whole organism, uHTS, GFP/RFP fluorescence ratio, strain VP596; inhibition, % at 21.8 µM; AID 624304, 2012; 360,000 tested, 0.49% active; C. elegans VP596 Pgst-4::GFP/RFP ratio, 24 h;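 active = interference check ratio from 0.5 to 1.5 plus GFP to RFP signal ratio inhibition reaching or exceeding a fixed threshold, cut at about 30% in these data, passing the limit was not always enough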; note: some compounds called inactive have numbers as strong as hits
STEP block = STEP phosphatase inhibitors, primary screen, biochemical, fluorescence intensity, uHTS | Tyrosine-protein phosphatase non-receptor type 5 (Homo sapiens), P54829 | recombinant STEP, OMFP fluorogenic substrate | inhibition, % at 20 µM | 360,000 tested, 0.25% active | AID 588621, 2011;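 active = inhibition at 20 µM, scaled per plate between control wells, above about 37%, limit read from the data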;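 note: 0% = DMSO with enzyme and substrate and 100% = substrate only without enzyme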
Target sequence (P54829 whole entry, looked up): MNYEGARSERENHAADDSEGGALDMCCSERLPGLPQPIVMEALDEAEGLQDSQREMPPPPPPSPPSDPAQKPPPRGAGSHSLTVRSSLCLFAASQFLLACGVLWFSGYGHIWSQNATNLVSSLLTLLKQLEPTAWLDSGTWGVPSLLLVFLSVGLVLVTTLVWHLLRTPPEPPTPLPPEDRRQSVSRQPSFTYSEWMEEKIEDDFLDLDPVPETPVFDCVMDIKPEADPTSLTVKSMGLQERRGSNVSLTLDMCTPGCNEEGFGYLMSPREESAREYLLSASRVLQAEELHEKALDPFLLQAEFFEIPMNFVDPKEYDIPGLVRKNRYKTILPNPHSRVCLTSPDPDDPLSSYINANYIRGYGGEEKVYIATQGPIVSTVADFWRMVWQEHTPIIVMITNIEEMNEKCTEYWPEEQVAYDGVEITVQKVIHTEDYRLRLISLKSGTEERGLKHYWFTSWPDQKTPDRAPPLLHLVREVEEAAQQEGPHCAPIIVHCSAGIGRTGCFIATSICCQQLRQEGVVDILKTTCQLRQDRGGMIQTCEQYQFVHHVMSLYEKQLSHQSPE
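System: isolated STEP enzyme; schedule: 20 min enzyme reaction at room temperature, protected from light; medium: Bis-Tris buffer pH 6.0, 2.5 mM DTT, 0.005% Tween 20; signal: fluorescence, 480/540 nm; dosing: single compound dose of 20 µM, 1% DMSO final; also added: OMFP substrate, 25 µM final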
MT1-MMP act inh = blockers of MT1-MMP proenzyme processing, primary screen, HT1080 RFP-PRO-GFP cells, GFP/RFP fluorescence | GFP/RFP ratio change, % at 20 µM | Matrix metalloproteinase-14 (Homo sapiens), P50281 | 360,000 tested, 0.061% active | GFP/RFP ratio fluorescence, overnight; percent of plate control window, DMSO zero;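 active = GFP/RFP ratio change of at least 30% with cell ATP level not reduced by more than half and red fluorescence within 50% of control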; note: strong numbers were not always called active
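Assay system – RFP-PRO-GFP reporter HT1080 cells · Compound dosing – single dose of 20 µM compound, 1% DMSO final · Incubation – overnight compound exposure at 37 °C · Measure – GFP/RFP fluorescence ratio · Benchmarks – DMSO wells and RFP-L50D-GFP cells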
LMPTP block = LMPTP phosphatase inhibitors, primary screen, biochemical, fluorescence intensity, uHTS | Low molecular weight phosphotyrosine protein phosphatase (Homo sapiens), P24666 | inhibition, % at 20 µM | 360,000 tested, 0.22% active | recombinant LMPTP-A, OMFP fluorogenic substrate;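 active = compounds that cut the enzyme signal by at least half of the control window in the single-dose screen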;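 note: plate controls were DMSO wells with enzyme plus substrate for no effect and substrate without enzyme for full effect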
Target sequence (P24666 whole entry, looked up): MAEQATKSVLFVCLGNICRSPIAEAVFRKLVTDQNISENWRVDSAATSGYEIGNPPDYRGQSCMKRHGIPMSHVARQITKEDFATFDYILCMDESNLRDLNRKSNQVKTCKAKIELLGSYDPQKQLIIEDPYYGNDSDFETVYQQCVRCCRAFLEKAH
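Test system – LMPTP-A phosphatase enzyme · Quantity – 0.625 nM LMPTP-A final · Reagent – OMFP substrate, 400 µM final · Dosing – one test concentration per compound, 20 µM, with 3% DMSO overall · Timing – 50 min enzyme reaction at room temperature, protected from light · Detection – fluorescence intensity · Controls – substrate-only low control, DMSO enzyme-plus-substrate high control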
DNMT1 block = human DNMT1 methyltransferase inhibitors, primary screen, biochemical, molecular beacon, fluorescence, HinP1I cleavage, uHTS; inhibition (reported as % activation of signal), % at 10 µM; 360,000 tested, 0.83% active; in the data active = inhibition above about 50%
NadD block = inhibitors of S. aureus NadD, primary screen, biochemical, colorimetric, uHTS | Nicotinate-nucleotide adenylyltransferase NadD (Staphylococcus aureus N315) | purified NadD enzyme, colorimetric absorbance read-out | inhibition, % at 20 µM | 360,000 tested, 0.78% active; in the data active = inhibition above about 26%; note: some compounds past the cut are filed as inactive
* = called active by the depositor; i = inactive; · = not tested or not shown.

#	SMILES	SKN-1 block	SUMO1-SIM PPI	STEP block	DNMT1 block	MT1-MMP act inh	Rpn11 inh	CendR NRP1 mod	LMPTP block	Scp1 inh	NadD block
1	CN(C)c1ccc(-c2csc(C(C)(O)c3cccc(F)c3)n2)cc1 (stereo not drawn)	-15	-1	-4	8	-4	i	-12	0.9	·	-8
2	O=C(CCCCl)N1CCc2[nH]c3ccccc3c2C1	15	-5	-2	-14	2	i	0	-1.4	-9	2
3	O=C(NCCC1=CCCCC1)C(=O)c1c[nH]c2ccccc12	-4	3	1	0	-2	i	-10	1.7	-10	-4
4	COc1ccc(C(=O)COC(=O)C2CCC(=O)N2)cc1 (stereo not drawn)	-3	-1	-2	14	5	i	4	1.2	0	2
5	Cc1ccc(-n2nc(C)c(=O)c(-c3ccccc3)c2NC(=O)C(C)C)cc1	-3	6	0	3	0	i	0	0.6	-7	-4
6	Cc1cc(NC(=O)CSc2nc3cc(Cl)ccc3c(=O)n2Cc2ccco2)no1	8	0	6	30	-2	i	-7	1.6	3	10
7	CC(Sc1ccc(Br)cc1)C(N)=O (stereo not drawn)	8	-1	1	5	1	i	-3	-1.2	-1	-4
8	NC(=O)c1ccccc1O	-4	-4	0	0	5	i	-14	-0.4	-9	-2
9	N#Cc1c(Cl)nsc1NN	-4	5	1	-11	-1	i	-4	1.5	-3	-2
10	COc1sc(SC)cc1/C=N/NC(=O)c1ccncc1	4	-8	1	2	1	i	-7	-1.8	9	-4
11	Fc1cccc(CN2CCN(c3ncccn3)CC2)c1	11	1	2	-2	3	i	6	-2.3	-5	0
12	Cc1ncc(CC(=O)n2cc(C(=O)c3cc(F)ccc3O)cn2)s1	16	-1	-4	2	-3	i	-30	-1.7	2	-2
13	C[C@H](NC(=O)C1CC(=O)N(c2ccc3c(c2)OCCO3)C1)C(=O)N1CCC(C(=O)O)CC1 (stereo partly drawn)	25	4	0	0	7	i	-1	-0.2	16	-3
14	CCOc1ccccc1N1CC(C(=O)N(Cc2nnc(-c3ccccc3Cl)o2)C2CC2)CC1=O (stereo not drawn)	15	-25	2	-3	-3	i	-7	-9.8	-2	11
15	COc1cccc(CN(C)c2nc(-c3cccs3)nc3ccccc23)c1	3	2	1	-9	-10	i	-3	10	3	10
16	COc1cc(C(=O)NCC(c2ccco2)N2CCCC2)ccc1OCc1ccc(Cl)cc1Cl (stereo not drawn)	7	-5	0	-19	3	i	-11	2.3	-5	1
17	Cc1ccc(-c2nc3ccccc3c(=O)n2CCCN2CCOCC2)cc1	-2	-3	-2	0	-2	i	0	0.5	-3	8
18	CN(C)CCNC(=O)C(C(=O)c1ccccc1)n1ccccc1=O (stereo not drawn)	-7	-1	-1	0	2	i	-10	-1.3	-8	2
19	CCC(=O)N1CCCc2cc(S(=O)(=O)NCc3cccs3)ccc21	-14	-2	-3	-6	7	i	-11	-0.7	-5	-1
20	CCC(C)c1ccc(-c2cc(C(=O)OCC(=O)Nc3cc(C)on3)c3ccccc3n2)cc1 (stereo not drawn)	-12	0	-3	3	3	i	-5	-0.5	4	6
21	CCN(C(=O)CSc1nnc(-c2ccco2)n1C)c1c(N)n(Cc2ccccc2)c(=O)[nH]c1=O	1	0	-4	-1	1	i	-9	-1.1	-6	3
22	O=C(O)c1ccc(S(=O)(=O)NC2CCCCCC2)cc1	14	-1	-6	1	2	i	-6	-2.0	-9	0
23	CCOc1ccccc1N1CCN(C(=O)c2csc(C)c2CC)CC1	-6	0	-3	-2	-8	i	3	0.4	-6	-5
24	CCOc1cc(C(=O)N(Cc2ccccc2)c2ccc(C)cc2)ccc1OCC(=O)N1CCOCC1	16	1	-1	1	-4	i	-18	0.7	-13	1
25	COc1ccc(Cc2nnc(NC(=O)Cc3cccs3)s2)cc1	2	38	19	113*	0	·	-14	77*	87*	33*
26	Cc1ccc(NC(=O)CN(C)C(=O)CNC(=O)c2ccc3c(c2)OCO3)cc1	31	1	-3	1	2	i	2	-0.7	-3	-1
27	O=C(OCCN1C(=O)c2ccccc2C1=O)c1cccs1	9	-7	0	3	0	i	-3	-0.1	-6	-1
28	COc1ccc(CC(NC(C)=O)C(=O)N2CCN(C(=O)Nc3cccc(F)c3)CC2)cc1OC (stereo not drawn)	-8	2	0	1	0	i	2	0.2	-1	12
29	C#Cc1ccc([C@@H]2C=C(C(=O)N3CCN(Cc4ccc5c(c4)OCO5)CC3)O[C@H](OCCCCO)C2)cc1	15	-3	2	-8	1	i	-10	0.5	2	6
30	Cc1ccc(NC(=O)Cn2nnc3ccccc3c2=O)cc1	-12	-4	0	0	2	i	-9	-1.0	5	-2

Looked up one by one from the entries so far (two):
#	SMILES	SKN-1 block	SUMO1-SIM PPI	STEP block	DNMT1 block	MT1-MMP act inh	Rpn11 inh	CendR NRP1 mod	LMPTP block	Scp1 inh	NadD block
23	CCOc1ccccc1N1CCN(C(=O)c2csc(C)c2CC)CC1	-6	0	-3	-2	-8	i	3	0.4	-6	-5
21	CCN(C(=O)CSc1nnc(-c2ccco2)n1C)c1c(N)n(Cc2ccccc2)c(=O)[nH]c1=O	1	0	-4	-1	1	i	-9	-1.1	-6	3

Look-ups from the results shown.
#17 – CendR NRP1 mod = 0
#25 – MT1-MMP act inh = 0
#5 – SKN-1 block = -3

(list continues)
#	SMILES	SKN-1 block	SUMO1-SIM PPI	STEP block	DNMT1 block	MT1-MMP act inh	Rpn11 inh	CendR NRP1 mod	LMPTP block	Scp1 inh	NadD block
31	CCc1c(C)nc2ncnn2c1NCCc1ccc(Cl)cc1	-2	2	2	3	-7	i	7	-0.4	-5	-3
32	Cc1cc(C)n2nc(CNS(=O)(=O)c3ccc([N+](=O)[O-])cc3)nc2n1	-3	-35	0	2	-3	i	-10	-1.2	0	-5
33	CCC(=O)N1CCc2cc(S(=O)(=O)NCCC(=O)N3CCN(c4cccc(OC)c4)CC3)ccc21	-1	8	1	0	-1	i	0	1.3	-2	1
34	Clc1ccccc1Nc1nc(NCc2cccs2)nc2ccsc12	-6	-16	2	11	-4	i	3	5.9	·	4
35	Oc1ccc(N=Nc2c(O)ccc3ccccc23)cc1	32	-36	4	-25	73*	i	-19	5.9	-8	-3
36	CC1CN(/C=C/C=O)C(C)CC1OC(=O)c1ccccc1 (stereo not drawn)	2	13	-2	1	3	i	-6	-1.4	-2	-3
37	CCC/C=N/NC(=O)c1[nH]c2c([N+](=O)[O-])cccc2c1C	9	-3	1	3	2	i	1	-0.4	-8	6
38	CN(Cc1ccccc1)C(=O)c1cccnc1	-5	0	-3	1	0	i	9	-0.9	1	-3
39	CCCCn1c(N)c(N(CC(C)C)C(=O)c2cc(C)oc2C)c(=O)[nH]c1=O	8	-5	-2	-1	-2	i	6	-3.2	-2	4
40	COc1cc(S(=O)(=O)N2CCCCCC2)ccc1-n1cnnn1	7	-2	1	7	7	i	-6	-1.0	-7	7
41	O=C(CSCc1ccc([N+](=O)[O-])cc1)N/N=C/c1cccnc1	-2	-16	-1	0	0	i	3	-0.6	-3	3
42	COC(=O)c1ccc(Nc2nnc(-c3ccc(C)c(S(=O)(=O)NCC4CCCO4)c3)c3ccccc23)cc1 (stereo not drawn)	19	-6	1	-14	-1	i	4	1.3	11	17
43	CC1CCCC(C)N1S(=O)(=O)c1ccc(S(=O)(=O)NCCc2ccncc2)cc1 (stereo not drawn)	10	-2	0	-5	2	i	-11	-1.9	-4	4
44	Cc1c(NC(=O)C(=O)/C=C(\O)c2ccc(Br)cc2)c(=O)n(-c2ccccc2)n1C	4	-7	4	-1	-1	i	-43	1.7	-4	22
45	COc1cc(OC)c(OC)cc1/C=C/c1ccnc2ccccc12	8	-13	-3	4	-1	i	-4	5.8	-5	-1
46	COc1ccc(-c2cnc(N)nc2-c2ccc(OC)cc2)cc1	-6	4	-3	-2	-12	i	0	1.7	-7	-1
47	CC(C)c1ccc(-c2c(NCCc3ccccc3)c(=O)c2=O)cc1	-9	-2	14	23	2	i	0	4.1	34	-1
48	COc1cc2sc3cc(NCc4ccc5c(c4)OCO5)ccc3c(=O)c2cc1OC	11	-140	0	-16	5	i	-8	1.6	-6	-6
49	COC(=O)c1ccc(C2/C(=C(\O)c3cccc(OC)c3)C(=O)C(=O)N2CCCN(C)C)cc1 (stereo not drawn)	3	0	-2	4	1	i	-10	-3.4	-2	0
50	CCCCN(C(=O)CN1CC(C)OC(C)C1)c1c(N)n(CC(C)C)c(=O)[nH]c1=O (stereo not drawn)	-2	0	-1	1	5	i	-10	-1.6	0	0
51	CCOC(=O)c1c(C)[nH]c(C(=O)OCC(=O)NCCc2ccc(OCC)c(OCC)c2)c1C	14	3	-2	1	-7	i	-4	0.7	-8	-5
52	Cc1cc(NC(=O)COC(=O)CCNS(=O)(=O)c2ccccc2)n(-c2ccccc2)n1	7	2	-3	16	0	i	20	-0.3	-2	1
53	CCCNc1nc2c(c(=O)n(C)c(=O)n2C)n1Cc1cccc(C)c1	6	-1	-2	4	4	i	8	-1.2	3	-4
54	CC(CC(=O)Nc1ccncc1)c1ccccc1 (stereo not drawn)	-14	-4	8	-1	4	i	-4	-2.0	-8	-2
55	COc1ccc(CCNC(=O)CCN2C(=O)C3CC=CCC3C2=O)cc1OC (stereo not drawn)	-10	-2	2	-3	-4	i	-4	-0.1	-5	2
56	CCCCn1c(SCC2CCCO2)nc2cc(S(N)(=O)=O)ccc21 (stereo not drawn)	5	2	-1	0	1	i	-2	-0.7	-19	0
57	NS(=O)(=O)c1ccc2nc(NC(=O)Nc3ccccc3F)sc2c1	2	1	0	-4	1	i	-37	0.3	21	-6
58	O=c1c2cc(N3CCOCC3)ccc2[nH]c(=S)n1CCCN1CCCCCC1	-5	2	1	-4	-2	i	-10	30	-11	21
59	Cc1ccc(C(=O)OC(C)C(=O)NC2CCCCC2C)cc1S(=O)(=O)N1CCCCC1 (stereo not drawn)	-22	-1	-2	0	-9	i	2	1.7	8	-3

Screens from PubChem BioAssay.
